Screening results as filed in PubChem.
Sm TGR inh: inhibitors of Schistosoma mansoni thioredoxin glutathione reductase. Q962Y6. purified TGR, DTNB reduction, TNB absorbance 405 nm. Potency, µM (series often up to 114 µM), inactives show at the highest dose activity change, negative = inhibition, usual class: inhibitors. 360,000 tested, 3% active. AID 485364; note: nearly all actives have a fitted effect of over 60% in size
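Kinetic colorimetric format: TGR-catalysed, NADPH-driven DTNB reduction monitored via TNB absorbance. Enzyme dispensed at 20 nM; compound exposure 15 min at room temperature before reaction start.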
HCV inh: inhibitors of hepatitis C virus infection; Huh7.5.1 HCVcc-Cre infection, luciferase reporter, 44 h; Potency, µM (doses to about 41.8 µM), without a hit: at the highest dose activity change, negative = inhibition, usual class: inhibitors; 340,000 tested, 3.4% active; AID 651820
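Infectious HCV cell culture screen: compound-treated cells (1,000/well, pre-plated 4 h) are infected with HCVcc-Cre at roughly 0.5 moi and grown 44 h. Infection is quantified by luciferase signal after 15 min substrate incubation at room temperature.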
Tb PYK inh: T. brucei pyruvate kinase inhibition. Q57TT1. AID 624173. TbPYK enzyme, Kinase-Glo Plus ATP luminescence, 45 min. Potency, µM (top dose mostly 76.8 µM), for the others: at the highest dose activity, negative = inhibition, actives largely listed as inhibitors. 410,000 tested, 0.12% active; note: nearly all actives have a fitted effect of over 50% in size
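Screened from lowest to highest concentration, compounds were pinned into TbPYK/substrate mixtures, and ADP (130 uM final) was added. Plates sat at room temperature for 45 min prior to Kinase-Glo Plus detection by luminescence.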
LmPK inh: blocks Leishmania mexicana pyruvate kinase activity. purified LmPK, Kinase-Glo ATP luminescence, 1 h. Potency, µM (doses to about 57.5 µM), for inactives: at the top dose activity change, negative = inhibition, hits mostly inhibitors. 290,000 tested, 0.37% active. Q27686. AID 1721
Target sequence (Q27686 whole entry, looked up): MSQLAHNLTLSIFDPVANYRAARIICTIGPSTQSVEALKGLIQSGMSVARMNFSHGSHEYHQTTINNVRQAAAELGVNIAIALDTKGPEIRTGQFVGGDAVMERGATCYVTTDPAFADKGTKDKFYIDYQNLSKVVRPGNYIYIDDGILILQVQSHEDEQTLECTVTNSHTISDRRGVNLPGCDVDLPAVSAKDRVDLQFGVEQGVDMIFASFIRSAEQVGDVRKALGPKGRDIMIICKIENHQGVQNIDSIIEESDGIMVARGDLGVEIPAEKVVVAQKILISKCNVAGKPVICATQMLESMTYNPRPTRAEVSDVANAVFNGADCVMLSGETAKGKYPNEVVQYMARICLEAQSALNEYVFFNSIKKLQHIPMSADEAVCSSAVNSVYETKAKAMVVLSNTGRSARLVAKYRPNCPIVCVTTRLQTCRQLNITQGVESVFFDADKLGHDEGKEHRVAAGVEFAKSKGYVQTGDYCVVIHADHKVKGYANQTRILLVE
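Screened at intermediate enzyme activity to detect both inhibitors and activators: LmPK at 0.1 nM, with a 0.5 nM enzyme column as activation reference. PEP 0.5 mM, ADP 0.1 mM; ATP detected by luminescence after 1 h.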
Pf growth 48h: P. falciparum growth inhibition at 48 hours (one generation); AID 504832; Potency, µM (titrated, usually from 28.7 µM), for the others: at the top dose activity change, negative = inhibition, usual class: inhibitors; P. falciparum luciferase growth in erythrocytes, 48 h; 310,000 tested, 5.9% active
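Cell-based growth assay: transgenic P. falciparum expressing firefly luciferase, cultured in red cells within RPMI 1640 containing 0.5% w/v Albumax, 24 mM bicarbonate and gentamycin. A drop in luciferase activity indicates inhibition.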
Pf growth 96h: P. falciparum growth inhibition at 96 hour, primary screen for plastid delayed-death inhibitors; P. falciparum luciferase reporter growth, 96 h; Potency, µM (titrated, usually from 28.7 µM), inactives show at the top dose activity change, negative = inhibition, most hits filed as inhibitors; 320,000 tested, 6.9% active; AID 504834
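Two parasite generations (96 h, 37 C, 5% CO2) of compound exposure in infected erythrocytes (0.05% parasitemia, 2% hematocrit). Luciferase-reporter P. falciparum; decreased luminescence indicates inhibited growth, aimed at apicoplast-acting delayed death.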
The depositor's hits bear a star; ? = inconclusive; . = no result given; & = joins results of further samples; [ ] = another dose, or the depositor's remark. Calls come from the whole dose curve; as a rule, active = well fitted curve in the direction sought with a large enough effect; inconclusive = small, poorly fitted or top-dose-only effect, or another doubt; inactive = no such curve, though single readings can be large; an effect the other way counts as inactive or inconclusive. % is set by controls: 0 for no effect and ±100 for the full control effect; potency is the fitted concentration of half-maximal effect.

SMILES	Sm TGR inh	HCV inh	Tb PYK inh	LmPK inh	Pf growth 48h	Pf growth 96h
CC(/C=N/n1c(COc2ccccc2)n[nH]c1=S)=C\c1ccccc1	20%	9%	.	-13%	-13%	-5%
O=C(COC(=O)c1ccccc1F)NC1CCCC1	-5%	30%[activator]	-9%	3%	21%	32%[activator]
COc1cccc(-c2nc(Cc3ccc(OC)c(OC)c3)no2)c1	-7%[11.4 µM]	?	-17%	17%	.	.
Cc1cccc(C(C)C)c1NC(=O)C1CCN(S(=O)(=O)c2ccccc2)CC1	-19%	?	2%	-7%	?	-1%
O=C(Nc1cccc(Cl)c1)N1CCCCCC1	-4%	-6%	3%	-3%	31%	?
CCOC(=O)C1=C(c2ccccc2)OC(N)=C(C#N)C1c1ccncc1 (stereo unspecified)	.	-2%	3%	-4%	7%	4%
COc1ccc(CN2CCC(C(=O)c3ccc(Cl)cc3)CC2)cc1	-14%	11µM*	-7%	-1%	?	?
CCCC(c1nnnn1Cc1cccs1)N1CCN(C2CCCC2)CC1 (stereo unspecified)	-2%	?	-5%	5%	1%	-2%
CC1C=CCC2C(=O)N(c3cccc(C(=O)Nc4ccc(Br)cc4)c3)C(=O)C12 (stereo unspecified)	6%	?	-1%	0%	45%	5%
COc1cccc(/C=C/c2ccc3cccc(O)c3n2)c1OC	0%	10µM*	2%	-5%	.	?
Cc1ccsc1C(=O)C1CCCN(Cc2cn(C)nc2C)C1 (stereo unspecified)	46%[activator]	6%	0%	1%	1%	14%
CCN(CC)S(=O)(=O)c1ccc(-c2nnc3sc4cccc(C)c4n23)cc1	0%	?	-7%	18%	.	12%
Cc1cc(NS(=O)(=O)c2cccs2)no1	-34%	19%	-7%	1%	16%	0%
CC(C)(C)c1cc(CN2CCN(CCC#N)CC2)cc(C(C)(C)C)c1O	2.2µM*	-15%	6%	-1%	?	?
CCOc1c(OC)cc(C2C(C#N)=C(N)Oc3n[nH]c(-c4ccncc4)c32)cc1OC (stereo unspecified)	-22%	1%	-5%	10%	4%	16%

Compounds from the list above that have two or more sulfur atoms (two):
SMILES	Sm TGR inh	HCV inh	Tb PYK inh	LmPK inh	Pf growth 48h	Pf growth 96h
CCN(CC)S(=O)(=O)c1ccc(-c2nnc3sc4cccc(C)c4n23)cc1	0%	?	-7%	18%	.	12%
Cc1cc(NS(=O)(=O)c2cccs2)no1	-34%	19%	-7%	1%	16%	0%

Individual results from the results shown.
Cc1ccsc1C(=O)C1CCCN(Cc2cn(C)nc2C)C1 (stereo unspecified) in LmPK inh: 1%
O=C(COC(=O)c1ccccc1F)NC1CCCC1 in HCV inh: 30%[activator]

(listing goes on)
SMILES	Sm TGR inh	HCV inh	Tb PYK inh	LmPK inh	Pf growth 48h	Pf growth 96h
CCc1ccc(OCC(=O)NC(=S)Nc2ccc(C(=O)O)cc2)cc1	?	8%	-4%	5%	14%	2%
COc1ccccc1C1C(C(N)=O)=C(C)Nc2ncnn21 (stereo unspecified)	4%	14%	6%	-4%	11%	?
COCCOC(=O)C1=C(C)NC(C)=C(C(=O)OCCOC)C1/C=C/c1ccccc1OC	0%	11%	-5%	10%	?	9.3µM*
Cc1nn(CC(=O)N2CCN(c3cccc(C(F)(F)F)c3)CC2)c(=O)c2cccn12	4%&2%	-28%	0%&6%	1%	29%	0%
O=C(Nc1ccc(-c2cn3ccccc3n2)cc1)c1cccs1	-30%	?	-9%	-18%	160%[activator]	-17%
Cc1cc(=O)[nH]c2n[nH]c(-c3ccccc3)c12	6%	-26%	2%	-2%	37%[activator]	.
COc1ccc(CNC(=O)OCc2nccnc2C(=O)Nc2ccc(Br)cn2)cc1	5%	-13%	3%	-5%	44%[activator]	?
CCC1COCCS(=O)(=O)N1Cc1ccc(Cl)cc1 (stereo unspecified)	26%	2%	4%	4%	34%[activator]	22%
Cc1ccc(NC(=S)NCc2cccn2C)cc1	-18%	-24%	-9%	13%	.	?
COc1cc(C=O)ccc1OCc1ccc(Cl)nc1	16%	11%	-2%	-6%	154%[activator]	1%
CC(=O)Nc1c(Br)cc(N2C(=O)CCC2=O)cc1Br	-30%	8%	3%	2%	2%	37%
COc1cccc(NC(=O)CCS(=O)(=O)c2cc3c(cc2Cl)NC(=O)CO3)c1	-13%	22%	-10%	-9%	16%	4%
COc1ccc(C2/C=C\CN(C(=O)Nc3ccccc3-c3ccccc3)CC(=O)N2Cc2ccc(F)cc2)cc1 (stereo unspecified)	16%	?	1%	2%	13µM*	13µM*
CC(=O)c1c(C)[nH]c(C(=O)NC2CCCCC2)c1C	0%	-22%	-1%	-3%	0%	-4%
CN1CCN(c2ccc(-c3cccc(NC(=O)COc4ccc(Cl)cc4)c3)nn2)CC1	-1%	?	-6%	.	?	?

Given field by field: 3 of the compounds above
COc1cccc(NC(=O)CCS(=O)(=O)c2cc3c(cc2Cl)NC(=O)CO3)c1
  Sm TGR inh: -13%
  HCV inh: 22%
  Tb PYK inh: -10%
  LmPK inh: -9%
  Pf growth 48h: 16%
  Pf growth 96h: 4%
COc1ccc(C2/C=C\CN(C(=O)Nc3ccccc3-c3ccccc3)CC(=O)N2Cc2ccc(F)cc2)cc1 (stereo unspecified)
  Sm TGR inh: 16%
  HCV inh: ?
  Tb PYK inh: 1%
  LmPK inh: 2%
  Pf growth 48h: 13µM*
  Pf growth 96h: 13µM*
CC(=O)c1c(C)[nH]c(C(=O)NC2CCCCC2)c1C
  Sm TGR inh: 0%
  HCV inh: -22%
  Tb PYK inh: -1%
  LmPK inh: -3%
  Pf growth 48h: 0%
  Pf growth 96h: -4%

(more compounds)
SMILES	Sm TGR inh	HCV inh	Tb PYK inh	LmPK inh	Pf growth 48h	Pf growth 96h
CN1C(=O)c2ccc(C(=O)NCc3ccccn3)cc2C1=O	-15%	11%	-1%	-8%	-4%	?
Cc1oc2c(cc(NS(=O)(=O)c3cccs3)c3ccccc32)c1C(=O)OC(C)C	0%	-24%	-19%	1%	?	9.3µM*
CNC(=O)c1cnc(-c2ccccc2)nc1-c1ccccc1	0%	16%	-1%	0%	10%	33%[activator]
O=C(CN1CCOCC1)Nc1ncc(Br)cc1Br	-27%	10%	2%	-2%	6%	2%
CCOC(=O)c1ccc(S(=O)(=O)N2CCN(Cc3cc4c(cc3O)OCO4)CC2)cc1	0.35µM*	37%[activator]	4%	.	-17%	6%
C=CCn1c(SCC(=O)c2[nH]c(C)c(C(=O)OCC)c2C)nc2scc(-c3ccc(OC)cc3)c2c1=O	-5%	?	6%	-1%	?	-28%
O=C1Nc2ccccc2C1=Nc1ccc(-c2nnc3n2CCCCC3)cc1	-3%	3%&-16%	-1%&3%	1%	4%	.
Cc1cc(C)c(S(=O)(=O)N2CCC(C(=O)NCc3ccco3)CC2)c(C)c1	1%	7%	.	1%	?	?
Cc1ccc(Cl)cc1N1CCN(C(c2cccnc2)c2nnnn2C2CCCCC2)CC1 (stereo unspecified)	9%	11%&3%	1%	-1%	?	68%[activator]
O=C(Nc1ccc(Cl)cc1)Nc1ccc(N2CCOCC2)cc1	-31%	-11%	-6%	-3%	8%	1%
CC(=O)N1c2ccc(S(=O)(=O)NCCC(=O)NC3CCCC(C)C3C)cc2CC1C (stereo unspecified)	-6%	-19%	3%	-7%	-23%	82%[activator]
CCN(C(=O)c1c(N)cnn1C)c1ccccc1	9%	15%	-2%	-1%	-22%	?
CCCCn1c(N)c(N(CCOC)C(=O)CSc2nnc(-c3ccc(F)cc3)n2N)c(=O)[nH]c1=O	-30%	18%	-1%	.	15%	5%
CCOC(=O)c1ccc(COC(=O)c2cc3ccccc3oc2=O)o1	-6%	10%	2%	6%	18%	-2%
CC(=O)N1CCC(N(C(=O)Nc2c(F)cccc2F)C(C)C)CC1	-3%&-3%	4%	-10%&-3%	7%	.	.
CCOC(=O)C1CCN(C(=O)c2ccccc2NC(=O)c2ccc(Cl)cc2)CC1	0%	1%	-33%	0%	0%	?
CC1CC(C)CN(C(=O)C(NS(=O)(=O)c2ccc3c(c2)oc(=O)n3C)C(C)C)C1 (stereo unspecified)	1%	8%	3%	9%	.	106%[activator]
COCCCNC(=O)CC1C(=O)N(Cc2ccccc2)C(C)c2nc3ccccc3n21 (stereo unspecified)	-3%	24%	2%	5%[11.5 µM]	?	?
CCOC(=O)N1CCN(C(=O)CSc2nnc3[nH]c(=O)c(C)c(C)n23)CC1	1%	29%	-19%	.	9.3µM*	?
COc1ccc(NS(=O)(=O)c2cccc(NC(=O)CCC(=O)c3cccs3)c2)cc1	4%	8%	-6%	-5%	0%	?
COc1ccccc1N1C(=O)CC(Sc2nccc(C)n2)C1=O (stereo unspecified)	?	23%	8%	-8%	16%	2%
O=C(O)c1ccc2c(c1)C(=O)N(c1ccccc1-c1ccccc1)C2=O	4%	17%	0%	1%	12%	-12%
N#CC(C#N)=Cc1ccc(-c2ccccc2)o1	?	-6%	.	0%	-8%	38%[activator]
COc1ccc2[nH]c(C(=O)O)c(NS(=O)(=O)c3ccc(OC)c(OC)c3)c2c1	-21%	3%	-12%	10%	9%	.
NS(=O)(=O)c1ccc(N/N=C/c2ccccn2)c([N+](=O)[O-])c1	-3%	?	-2%	-3%	1%	-13%
Cc1ccc(NC(=O)C2CCN(S(=O)(=O)c3cccc4nonc34)CC2)cc1	3%	15%	3%	0%	-15%	-3%
COc1ccccc1NC(=O)CSc1nnc(C)n1Cc1ccccc1	3%	-10%	-2%	-1%	12%	15%
O=C(CCC(=O)c1ccc(Cl)cc1)OCc1nc2ccsc2c(=O)[nH]1	-22%	17%	6%	.	1%	19%
O=C(CNc1ccc(C(F)(F)F)cc1[N+](=O)[O-])OCC(=O)c1ccccc1	2%	11%	-2%	6%	.	3%
O=C(Nc1ccc(F)cc1F)c1ccccc1-c1ccccc1	0%	48%[activator]	5%	-1%	15%	27%
CCCC1(C)SC(NC(C)=O)=NN1C(C)=O (stereo unspecified)	2%	-3%	-1%	3%	6%	21%
Cc1ccc(C(=O)NCCSc2ccc(Cl)cc2)cc1[N+](=O)[O-]	2%	-16%	3%	4%	13µM*	4.1µM*
Cc1cccc(N2CCN(C(=O)c3ccc4c(c3)OCCO4)CC2)c1C	2%	?	-1%	0%	-14%	?
Cc1cccc(N(O)C(=O)Nc2cccc(Cl)c2)c1	0%	-19%	-2%	1%	?	?
CCCOc1c(Br)cc(C(=O)NCC)cc1OC	4%	?	5%	10%	?	-7%
CN1C(=O)c2ccccc2Sc2ccc(NC(=O)N3CCCC3)cc21	-13%	5%	-15%	2%	?	?
S=C(NCCCn1ccnc1)Nc1ccc(Cl)cc1Cl	32µM*	4%	-4%	0%	?	159%[activator]
N#C/C(=C\c1ccc([N+](=O)[O-])o1)c1nc2ccccc2[nH]1	-31%	?	-6%	1%	14%	-11%
CC(CCN1C(N(C)C)=NC[C@@H]1C)c1ccccc1 (stereo partly specified)	-17%	-5%	-2%	.	?	78%[activator]
O=C(NCc1ccccc1)Nc1cccn(Cc2ccccc2F)c1=O	-13%	-19%	2%	-2%	30%	-8%
O=C(Cc1ccc2c(c1)OCCO2)Nc1cc(C(F)(F)F)ccc1N1CCOCC1	0%	?	-4%	.	15µM*	?
CCC(=O)c1ccc(-c2ccccc2)cc1	2%	-1%	-16%	-6%	60%[activator]	80%[activator]
Cc1cccc(C)c1OCC(=O)Nc1cccc(-c2nnc(-c3ccccc3)o2)c1	-3%	?	0%	6%	-6%	2%
COc1ccc(N2C(=O)C(CC(=O)O)S/C2=N\N=C\c2cccs2)cc1 (stereo unspecified)	0%	12%	-1%	-7%	15%	6%
O=C(NCCCl)NNc1c(Cl)cc(Cl)cc1Cl	10%	-1%	3%	-2%[11.5 µM]	-30%	?
Clc1ccc(-c2ccc(/C=N/Nc3cc(N4CCOCC4)nc(N4CCOCC4)n3)o2)cc1	0%	?	7%	1%	9.3µM*	-2%
